Assay outcomes from PubChem BioAssay.
ERAP1 HTS inh – inhibitors of human ERAP1 aminopeptidase | Q9NZ08 | recombinant ERAP1, Leu-AMC fluorescence, 60 min | inhibition, % at 10.7 µM | 0.15% of 340,000 active;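 active means mean replicate inhibition of at least 30%, or all replicates individually reaching that 30% level; inactive means mean below 30% and not every replicate reaching it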;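 further: 0% = neutral control wells and 100% = L-leucinethiol positive control wells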
XiGFP reactiv – reactivates the inactive X chromosome in mouse fibroblasts. activation, % at 7.58 µM. 0.055% of 360,000 active. XiGFP mouse fibroblasts, % GFP-positive cells imaging, 3 d; cells co-treated with 5-aza-dC sensitizer; scaled so ellipticine positive control = 100%;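 active means mean normalized replicate activation at least 10% and every replicate at or above 10%; inconclusive means only one of the two criteria met; inactive means mean below 10% and not all replicates reach 10%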;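 further: 0% = median of on-plate neutral control wells and 100% = ellipticine 6 µM median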
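System: 68-5-11 XiGFP fibroblast line | Buffer or medium: DMEM containing 5-aza-dC | Compound: Single point | Times: Compounds 3 days, fix/stain 15 min at room temperature | Benchmarks: Positive control ellipticine, 6 µM final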
INS-1E GSIS act – primary screen for activators of insulin secretion dependent on glucose, INS-1E cells, GLuc reporter luminescence; activation, % at 16.6 µM; INS-1E GLuc reporter insulin secretion, 2-3 h; AID 743287; 0.61% of 370,000 active;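 active means lowest replicate activation of at least 40%, so every replicate reaches that level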;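 further: 0% = median of neutral control wells and 100% = median of IBMX positive control wells; some compounds called inactive have numbers as strong as hits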
RAD54 inh – RAD54 (human) branch migration inhibition | RAD54 Holliday junction branch migration, FAM/BHQ fluorescence | inhibition, % at 10.4 µM | 0.14% of 360,000 active;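 active means mean normalized replicate activity at least 40 and at least half of replicates scoring 40 or more; inconclusive means only one of the two criteria met; inactive means mean below 40 and under half of replicates reaching 40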;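 further: 0% = median of neutral control wells and 100% = median of positive control wells; inhibitors cause a drop in the FAM fluorescence signal; in these data hits start at about 50%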
F508del corr – correctors of CFTR F508del function in bronchial epithelial cells; CFBE cells, YFP halide quenching; stimulated with forskolin plus potentiator P3; % fluorescence drop versus neutral controls; activity (quench increase), % at 7.58 µM; 0.36% of 350,000 active;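 active means mean added fluorescence quench of at least 8% versus neutral control, with both replicates also reaching 8%; inconclusive means only one of the mean or replicate conditions met; inactive means mean below 8% and not both replicates reaching 8%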;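 further: cells transiently co-express mutant CFTR-F508del with the halide-sensitive YFP; corrector assay measuring rescue of mutant channel to the surface after 24 h compound exposure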
ARNT TACC3 PPI – disrupts binding between human ARNT and TACC3; AlphaScreen His-ARNT PAS-B/GST-TACC3 binding, luminescence; TACC3 fragment carries E629A point mutation; inhibition, % at 9.99 µM; 0.66% of 390,000 active;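 active means mean inhibition of replicates at least 50% and at least half of replicates each reaching 50%; inconclusive means half or more replicates reach 50% but mean below 50%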;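 further: 0% = complete ARNT plus TACC3 wells and 100% = ARNT alone without TACC3; many hits fall short of the cut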
esBAF inh – blocks esBAF chromatin remodeling in mouse ES cells; 2% of 350,000 active; Bmi1-luciferase knock-in reporter, 24 h; 100% = twice the neutral-well signal; AID 602393; reporter increase, % at 12.5 µM; in the data active means activation above about 40%; inconclusive means no clear call, values can overlap the other calls;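 further: 0% = median of the plate's neutral control wells and 100% = double that signal; a rise in the Bmi1 reporter signal indicates esBAF inhibition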
RAD52 anneal inh – RAD52 (human) annealing inhibition | recombinant RAD52 DNA annealing, FRET fluorescence | inhibition, % at 18.7 µM | 0.46% of 360,000 active | AID 651710;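 active means every replicate showing at least 50% inhibition; inconclusive means mean inhibition at least 50% but not in every replicate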
Target sequence (P43351 whole entry, looked up): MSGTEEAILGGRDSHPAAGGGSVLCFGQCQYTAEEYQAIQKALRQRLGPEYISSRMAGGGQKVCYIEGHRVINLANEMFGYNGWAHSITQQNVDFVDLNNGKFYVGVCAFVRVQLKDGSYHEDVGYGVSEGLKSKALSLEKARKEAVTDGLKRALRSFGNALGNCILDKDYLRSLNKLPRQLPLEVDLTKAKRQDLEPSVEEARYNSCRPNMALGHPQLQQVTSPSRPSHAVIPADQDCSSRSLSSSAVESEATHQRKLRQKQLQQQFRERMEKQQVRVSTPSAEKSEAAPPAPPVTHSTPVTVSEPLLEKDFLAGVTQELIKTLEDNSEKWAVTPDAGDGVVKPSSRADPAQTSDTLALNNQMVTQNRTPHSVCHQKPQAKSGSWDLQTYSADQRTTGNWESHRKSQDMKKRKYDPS
The depositor's hits bear a star; ? = inconclusive; . = no result given; & = joins results of further samples.

Every second line gives: ERAP1 HTS inh, XiGFP reactiv, INS-1E GSIS act, RAD54 inh, F508del corr, ARNT TACC3 PPI, esBAF inh, RAD52 anneal inh
O=C(Nc1nnc(CCN2CCCCC2)s1)c1cccc(Cl)c1
    -1, 0.2, 15, ., -0.1, -7, ., -4
COc1cccc(C(=O)Nc2ccc3c(c2)C(=O)N(C)[C@H]2CC[C@H](CC(=O)NCC4CC4)O[C@@H]2CO3)c1
    -3, 0.3, -3, 5, 1.1, -9, 1, 3
COc1ccc(S(=O)(=O)N(C)C[C@H]2OCCCC[C@@H](C)Oc3ccc(NC(=O)Nc4c(C)noc4C)cc3C(=O)N([C@@H](C)CO)C[C@@H]2C)cc1
    -2, 0.2, -3, 5, -1.9, 2, 0, -10
Cc1c(CCC(=O)N[C@@H](C)C(=O)O)c(=O)oc2cc3oc4c(c3cc12)CCCC4
    3, 0.2, 3, 6, 0.8, 32, -30, -12
CCN(CC)c1ccc(/C=N/N=C(c2ccccc2)c2ccccc2)c(O)c1
    -1, -0.1, ., ., ., 0, ., -22
COc1ccccc1CNC(=O)c1ccc(N2CCOCC2)c([N+](=O)[O-])c1
    1, -1.2, 16, ., -0.5, -3, ., -9
CCC(=O)NC[C@H]1[C@@H](c2ccccc2)[C@@H](CO)N1C(=O)C1CCC1
    0, 0.1, 12, -3, -0.7, -7, 2, 4
CCCCn1c(-c2ccncc2)nc2c1c(=O)[nH]c(=O)n2CC(C)C
    ., ., 70*, -3, ., 16, -1, .
COc1ccc(NC(=O)CCC2CCCCC2)cc1S(=O)(=O)N1CCCCC1
    1, 0.1, -21, ., ., -23, ., -5
CC(C)NC(=O)Nc1ccc2c(c1)C(=O)N([C@@H](C)CO)C[C@H](C)[C@@H](CN(C)Cc1ccc3c(c1)OCO3)O2
    -1, -1.3, 17, 5, -5.1, -15, -4, 2
COc1ccc(C(=O)c2ccc(N3CCOCC3)c([N+](=O)[O-])c2)cc1
    6, 0.0, 0, 6, 1.6, 9, 5, -8
C[C@@H]1CCCCO[C@@H](CN(C)Cc2ccc(C(=O)O)cc2)[C@H](C)CN([C@H](C)CO)C(=O)c2cc(NC(=O)Nc3cccc4ccccc34)ccc2O1
    -4, -0.4, 1, -2, -2.0, 6, -4, -6
COc1ccc(OC)c(NC(=O)NC2CCCCCCC2)c1
    1, 0.0, -2, 2, 0.6, 0, 7, -4
C[C@@H]1CN([C@@H](C)CO)C(=O)c2cc(NC(=O)NC3CCCCC3)ccc2O[C@@H]1CN(C)CC1CCCCC1
    1, 0.0, -12, 7, -0.3, -4, 2, -4
CC(=O)c1sccc1NC(=O)c1ccccc1C(=O)O
    -3, 0.1, 0, -4, 0.7, -3, ., -13
COc1ccccc1OC(C)C(=O)Nc1ccc2c(c1)n(C)c(=O)n2C (stereo unspecified)
    1, 0.0, 32, 3, 2.4, -1, 6, -11
O=C1CCCN1CCCNc1ncnc2c1cnn2-c1ccc(Cl)cc1
    -1, 0.0, ., 1, 2.8, 6, 42*, 6
COc1ccc(-c2ccccc2)cc1NC(=O)c1ccncc1
    -3, 0.0, 5, ., -32, 3, ., 9
COc1ccccc1OCCCCN1CCC(C)CC1
    -6, 0.1, 10, 1, 1.7, -8, -4, -15
O=C(CN1CCCC1)Nc1ccccc1Sc1ccccc1
    -4, 0.6, -20, -7, 0.9, 5, 6, 4
Cc1noc(C)c1NC(=O)Nc1cccc2c1O[C@H](CN(C)S(=O)(=O)c1cccs1)[C@@H](C)CN([C@H](C)CO)C2=O
    ., -0.5&0.1, 13&3, 2&7, -0.7&-1.9, -2&-2, -3&4, -2&-7
Cc1nc(Cc2nnc(SCC(=O)N3CCN(c4ccc(O)cc4)CC3)o2)cs1
    -1, 0.1, 3, -12, -0.9, 2, -3, 4
Cc1cc(NC(=O)COc2coc(CN3CCN(c4ccccc4)CC3)cc2=O)no1
    -1, -0.1, 4, 1, -2.7, 3, -3, 5
CCOc1ccc(C(=O)NCC(=O)NNC(=O)C2COc3ccccc3O2)cc1OCC (stereo unspecified)
    -5, 0.3, -24, 11, -0.6, -5, 1, -14
Oc1c(/C=N/c2ccccn2)sc2ccccc12
    -1, 0.2, 20, 3, 0.9, 3, ?, -22
O=C(NN(C(=O)c1ccccc1)c1cccs1)c1ccccc1
    -5, 0.1, 4, -1, -0.9, -1, ., -4
COC(=O)C(CCSC)NC(=O)c1cn(-c2ccc(OC)cc2)c(=O)c2ccccc12 (stereo unspecified)
    3, 0.0, 7, -12, ., 11, 2, -1
O=C(Nc1cccc(F)c1)N1CC(=O)N2[C@@H](CO)[C@H](c3ccc(Br)cc3)[C@@H]2C1
    -2, 0.2, -16, ., -0.9, ., ., -5
CCOC(=O)N1CCC(NC(=O)CSCc2nc(-c3ccccc3Cl)oc2C)CC1
    1, -0.1, 3, 9, -0.1, -5, 4, -10
COCCNC(=O)C[C@H]1CC[C@@H]2[C@H](COC[C@@H](O)CN2Cc2ccc(Cl)c(Cl)c2)O1
    ., 0.3, -1, -15, 2.1, -3, 4, .
C[C@@H](NC(=O)[C@H]1[C@H](CO)[C@H]2Cn3c(cccc3=O)[C@@H]1N2Cc1ccccc1)c1ccccc1
    1, 0.0, 6, 2, 0.6, 12, 0, 9
Cc1ccccc1-c1ccc([C@@H]2[C@@H](CO)N3CCCCN(C(=O)Nc4ccccc4)C[C@@H]23)cc1
    0, 0.2, -36, 1, -1.8, -4, ., -4
C[C@H]1CN([C@@H](C)CO)C(=O)c2cccc(NC(=O)c3ccncc3)c2O[C@H]1CN(C)Cc1ccc(C(F)(F)F)cc1
    -2, -0.1, 23, 5, 2.1, 17, 3, -3
COc1ccc2oc(C(=O)OC(C)C(=O)N(C)c3ccccc3)c(C)c2c1 (stereo unspecified)
    0, -0.1, 12, -9, -7.5, -5, 4, -10
C[C@@H]1CN([C@@H](C)CO)C(=O)c2cc(-c3ccc(F)cc3)cnc2O[C@@H]1CN(C)C(=O)Cc1ccccn1
    2, 1.0, 3, 5, 1.8, -4, 1, -12
CC(OC(=O)COc1cccc2c1OC(C)(C)C2)C(=O)Nc1ccc(S(N)(=O)=O)cc1 (stereo unspecified)
    -2, 0.1, -8, -7, -1.1, -11, 3, -13
O=C(Cn1cc2c(n1)CCCCC2)NCc1ccccn1
    -2, 0.3, 2, -5, 1.8, 6, 3, -7
NC(=O)CC[C@@H]1NC(=O)[C@@H]2CCCN2C(=O)c2cc([N+](=O)[O-])cc(I)c2NCCC[C@@H](C(N)=O)NC1=O
    10, 0.0, 41, ., -3.4, ., ., -7
C[C@@H]1CN([C@@H](C)CO)C(=O)c2cccc(NS(=O)(=O)c3ccc(F)cc3)c2O[C@H]1CN(C)C(=O)Nc1ccc(F)cc1
    -3, 0.0, 3, -3, 2.8, -2, -6, 0
C[C@H]1CN([C@@H](C)CO)C(=O)c2cc(C#CC3CC3)cnc2O[C@H]1CN(C)Cc1cccc(C(=O)O)c1
    ., 0.0, -13, 8, -2.1, 2, -2, -7

Reformatted: entries from further up.
molecule | ERAP1 HTS inh | XiGFP reactiv | INS-1E GSIS act | RAD54 inh | F508del corr | ARNT TACC3 PPI | esBAF inh | RAD52 anneal inh
CCOC(=O)N1CCC(NC(=O)CSCc2nc(-c3ccccc3Cl)oc2C)CC1 | 1 | -0.1 | 3 | 9 | -0.1 | -5 | 4 | -10
COCCNC(=O)C[C@H]1CC[C@@H]2[C@H](COC[C@@H](O)CN2Cc2ccc(Cl)c(Cl)c2)O1 | . | 0.3 | -1 | -15 | 2.1 | -3 | 4 | .
C[C@@H](NC(=O)[C@H]1[C@H](CO)[C@H]2Cn3c(cccc3=O)[C@@H]1N2Cc1ccccc1)c1ccccc1 | 1 | 0.0 | 6 | 2 | 0.6 | 12 | 0 | 9
Cc1ccccc1-c1ccc([C@@H]2[C@@H](CO)N3CCCCN(C(=O)Nc4ccccc4)C[C@@H]23)cc1 | 0 | 0.2 | -36 | 1 | -1.8 | -4 | . | -4
C[C@H]1CN([C@@H](C)CO)C(=O)c2cccc(NC(=O)c3ccncc3)c2O[C@H]1CN(C)Cc1ccc(C(F)(F)F)cc1 | -2 | -0.1 | 23 | 5 | 2.1 | 17 | 3 | -3
COc1ccc2oc(C(=O)OC(C)C(=O)N(C)c3ccccc3)c(C)c2c1 (stereo unspecified) | 0 | -0.1 | 12 | -9 | -7.5 | -5 | 4 | -10
C[C@@H]1CN([C@@H](C)CO)C(=O)c2cc(-c3ccc(F)cc3)cnc2O[C@@H]1CN(C)C(=O)Cc1ccccn1 | 2 | 1.0 | 3 | 5 | 1.8 | -4 | 1 | -12
CC(OC(=O)COc1cccc2c1OC(C)(C)C2)C(=O)Nc1ccc(S(N)(=O)=O)cc1 (stereo unspecified) | -2 | 0.1 | -8 | -7 | -1.1 | -11 | 3 | -13
O=C(Cn1cc2c(n1)CCCCC2)NCc1ccccn1 | -2 | 0.3 | 2 | -5 | 1.8 | 6 | 3 | -7

Next results follow.
Every second line gives: ERAP1 HTS inh, XiGFP reactiv, INS-1E GSIS act, RAD54 inh, F508del corr, ARNT TACC3 PPI, esBAF inh, RAD52 anneal inh
CCOc1ccc(-c2nnn(CC(=O)NCc3ccc(C)cc3)n2)cc1
    -2, 0.0, -6, ., 0.5, -4, ., -12
C[C@H](CO)N1C[C@H](C)[C@H](CN(C)CC2CCCCC2)Oc2ccc(NS(C)(=O)=O)cc2C1=O
    1, -0.9, 12, -7, 0.4, ., 0, -5
COc1ccccc1N1CCN(C(=O)CN(C)S(=O)(=O)c2ccc3c(c2)c(=O)n(C)c(=O)n3C)CC1
    1, 0.2, 0, ., -2.3, 23, ., -8
CCn1c2ccccc2c2cc(NC(=O)c3cccc([N+](=O)[O-])c3C)ccc21
    -2, 0.5, 6, ., ., 2, ., -18
C1CCC(Nc2nc3nonc3nc2N2CCSCC2)C1
    3, 0.0, 14, ., -0.9, ., ., -12
Cc1ccc(C)c(NC(=S)N(C)CCO)c1
    1, 0.0, 7, ., -2.3, -19, ., 9
COCCNc1cc(N)c([N+](=O)[O-])cc1[N+](=O)[O-]
    -6, 0.0, 39, ., -2.6, -4, ., -1
C[C@H](CO)N1C[C@H](C)[C@H](CN(C)C(=O)Nc2cccc3ccccc23)Oc2c(NS(=O)(=O)c3ccc(Cl)cc3)cccc2C1=O
    2, -1.1, -4, -18, -1.0, 3, 1, -2
C[C@H](CO)N1C[C@H](C)[C@@H](CN(C)S(=O)(=O)c2cn(C)cn2)Oc2cc(C#Cc3ccc(F)cc3)ccc2S1(=O)=O
    -1, 0.1, -16, -4, 1.8, 1, 4, 25
CCS(=O)(=O)N(C)C[C@@H]1N[C@H](CO)[C@@H]1c1ccc(C#CC(C)C)cc1
    0, 0.0, 10, ., -1.5, ., ., -46
CCOC(=O)c1cccc(NC(=O)/C=C/c2cccc([N+](=O)[O-])c2)c1
    ., ., 5, -4, ., 1, 8, .
Cc1ccc(NC(=O)CC(=O)c2ccc([N+](=O)[O-])cc2)cc1S(=O)(=O)Nc1cccc(Cl)c1
    -7, 0.0, 7, ., 4.3, -5, ., -32
Cc1ccc(S(=O)(=O)N(C)C[C@@H]2Oc3ccc(NC(=O)CCC(F)(F)F)cc3C(=O)N([C@H](C)CO)C[C@@H]2C)cc1
    1, -0.9, -1, 1, -1.0, -6, -2, 9
S=c1[nH]nc(COc2ccccc2)n1/N=C/C=C/c1ccccc1
    0, 0.0, 19, 7, ., -2, ., -18
CCOc1ccccc1NCc1cc(=O)oc2cc(C)ccc12
    -5, 0.0, 10, -1, 1.0, -1, 13, -9
